Bioassay records: PubChem BioAssay, University of Kansas High Throughput Screening Laboratory
mHTT-CaM PPI inh – mutant huntingtin-calmodulin interaction inhibitors – biochemical, AlphaScreen, primary screen. inhibition, % at 15 µM. 190,000 compounds, 3.6% hits. AlphaScreen His-mHTT/GST-CaM binding, luminescence;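 further: 0% = both proteins with DMSO and 100% = one protein alone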
Pf apPOL inh – Pf-apPOL inhibitors, biochemical, fluorescence. Plasmodium falciparum apicoplast DNA polymerase (apPOL). Recombinant Pf-apPOL, molecular beacon fluorescence, 1.5 h. inhibition, % at 10 µM. 210,000 compounds, 0.25% hits. AID 1794808, 2022
An asterisk follows results filed as active; i = inactive; nt = not tested or not shown; & = joins results of further samples. No stated cut-off is given here; in the data, active means inhibition above about 50%; inactive means the rest. The order is random, and some 3.5% of all compounds hit somewhere here.

SMILES	mHTT-CaM PPI inh	Pf apPOL inh
COc1ccccc1-c1noc(C2CCCN2C(=O)Nc2cccc(C)c2C)n1 (stereo not given)	7	4
O=C(c1ccc(Br)cc1)N1[C@H](COCc2ccccc2)C=CS1(=O)=O	-6	-2
CCCc1cc(C2CCCN2C(=O)Cc2c(F)cccc2Cl)no1 (stereo not given)	-2	-3
O=C(Nc1ccc2oc(-c3cccnc3)nc2c1)c1ccc(Cl)c([N+](=O)[O-])c1	9	-4
O=C(O)C1CC=C(Cl)CC1C(=O)Nc1ccc(Cl)c(Cl)c1 (stereo not given)	-1	-9
Cc1ccccc1NC(=O)c1cccnc1N(C)C	-1	2
COc1ccc(C(=O)NCCSc2c[nH]c3ccccc23)cc1OC	8	1
COc1ccccc1-c1noc(C2CCCN2C(=O)NC(C)C)n1 (stereo not given)	-5	-3
O=C(C1CCN(Cc2ccccc2F)CC1)N1CCN(Cc2ccc3c(c2)OCO3)CC1	2	-3
O=C(Nc1cnn(Cc2ccc(F)cc2)c1)C1c2ccccc2Oc2ccccc21	6	-3
O=C1CSC(c2ccccc2)N1c1ccc(Br)cc1 (stereo not given)	-10	3
CN(C)CCCCOc1cccc(Br)c1	1	4
CC(=O)Oc1ccc(N2C(=O)C3C4C=CC(O4)C3C2=O)cc1 (stereo not given)	-5	-5
Cc1cc(C(=O)Nc2nccs2)on1	-3	-1
CCOc1cc(/C=C2/NC(=O)NC2=O)ccc1OCc1ccccc1C#N	31	-8
CC(C)(C)C(=O)Nc1cc(NC(=O)C(C)(C)C)cc(C(=O)Nc2ccccc2)c1	12	2
O=C(O)c1nn2c(c1Cl)NC(c1cccs1)CC2C(F)(F)F (stereo not given)	-1	3
CCCCN1C(=O)C(CC(=O)N2CCOCC2)Sc2ncccc21 (stereo not given)	1	-5
COc1ccc(CCNC(=O)c2cn(-c3ccc(F)cc3)nn2)cc1OC	-8	-5
Cc1cc(C)n2nc(SC(C)C(=O)NCc3ccccc3)nc2n1 (stereo not given)	25	8
CCOc1c(C)nc(C)c(OCC)c1-c1cccc([N+](=O)[O-])c1	nt	11
Cc1csc(SCc2cc(=O)c(OC(=O)c3c(F)cccc3Cl)co2)n1	-5	12
OCCNc1c(F)c(F)nc(N2CCOCC2)c1F	-4	1
COCCN1COc2ccc3c(=O)c(Oc4ccc(OC)cc4)c(C(F)(F)F)oc3c2C1	18	-4
COc1ccc(-c2noc(C3(NC(=O)c4ccc(F)cc4)CCCCC3)n2)cc1	2	2
O=C(COc1ccc2ccccc2c1)NCC(O)C1CCCCC1 (stereo not given)	1&-10	-2&-6
COc1ccc(C(=O)Nc2cccn3nc(C4CCC4)nc23)cc1	13	5
O=C(Nc1ccc2c(c1)C(=O)Nc1ccccc1O2)c1nc2ccccc2s1	-3	-4
Cc1cc(C)c(S(=O)(=O)NCC#N)c(C)c1	1	-4
Cc1nc2nc(S(=O)(=O)N3CCOCC3)nn2c(C)c1C	-1	2
CN(C)c1cccc(C(=O)NCc2ccc3c(c2)ncn3C)c1	3	-5
Cc1ccccc1Cn1c(=O)c(F)cn(C2CCCO2)c1=O (stereo not given)	-4	-4
O=C(C1CCC1)N1CCCN(Cc2nc(-c3cccc(F)c3)no2)CC1	19	-4
Cc1cc(C(=O)Nc2nc3c(s2)CN(C(=O)c2nc4ccccc4s2)CC3)no1	6	5
COc1ccc(C2C3=C(Nc4ncnn42)c2ccccc2OC3c2cccc(OC)c2)cc1 (stereo not given)	56*	-5
CCOC(=O)C1=C(C)NC2=C(C(=O)CC(C)(C)C2)C1c1ccc(N2CCOCC2)cc1 (stereo not given)	9	0
CN1CCN(c2ccc3c(c2)Oc2ccccc2CN(Cc2cn(Cc4cccc(C(F)(F)F)c4)nn2)S3(=O)=O)CC1	-4	-3
CN1CCC(=O)N([C@H](CSc2ccccc2)Cc2ccccc2)CC1	-1	-4
Cc1cc(Cl)nc(Cl)c1S(=O)(=O)NC1CCCCC1	-3	-8
CC(C)C(=O)NCCc1csc(C2CCN(C(=O)c3cccc(Cl)c3)CC2)n1	10	-2
Cc1cccc(C2CCCN2C(=O)NCCC(C)C)c1 (stereo not given)	-1	-3
CC(=O)NC1=NN(C(C)=O)C2(CCCCC2)S1	2	39
Cn1ccnc1C(O)c1cccs1 (stereo not given)	-4	nt
COC(=O)c1ccccc1NC(=O)N1CCc2nc[nH]c2C1	3	0
O=C(Nc1nn[nH]n1)c1ccc(Cl)c(S(=O)(=O)N2CCCCC2)c1	-6	-5
CS(=O)(=O)n1c(=O)oc2cc([N+](=O)[O-])ccc21	2	-22
Cc1noc(-c2nn(C)c3c2CN(C(=O)CCC2CCCC2)CC3)n1	-1	-2
Brc1ccccc1-c1nnc(-c2cccnc2)o1	1	-2
O=C1CCCN=C(Nc2cccc(F)c2)S1	nt	-3
O=C(Cn1nnc(-c2ccccc2Cl)n1)Nc1ccc2c(c1)OCO2	0	4
O/N=C/c1c(O)c(Br)cc2oc3c(c12)CCCC3	i	7
O=C(Nc1ccccc1Br)c1cc(S(=O)(=O)NCCc2ccccc2)ccc1F	9	-2
CN(C)C(=O)C1CCc2nc(N3CCN(C(=O)C4CCC4)CC3)sc2C1 (stereo not given)	2	0
CCOC(=O)C(C(=O)Cc1ccccc1)c1ccccc1 (stereo not given)	nt	-7
CC(C)C[C@@H]1COc2cc(N3CCCC3)ccc2S(=O)(=O)N1C	-21	-1
Cn1ncc(NC(=O)c2ccc(F)cc2)c(N2CCCCC2)c1=O	-12	2
Cn1c2c(c(=O)n(C)c1=O)C(c1cc([N+](=O)[O-])ccc1O)C1C(=O)c3ccccc3C1=N2 (stereo not given)	2	-2
c1csc(CNCCNCc2cccs2)c1	-5	nt
O=c1[nH]c2ccccc2n(-c2ccc(Cl)cc2)c1=O	nt	-7
NC(=O)c1sc(-c2ccsc2)cc1NC(=O)c1cccs1	nt	-1&-9
Next records.
SMILES	mHTT-CaM PPI inh	Pf apPOL inh
CCc1ccccc1NC(=O)C(CC)N1C(=O)C2(OCCCO2)c2ccccc21 (stereo not given)	-6	-9
O=C(NC(=O)c1ccccc1)NC(=O)c1ccccc1	-5	0
COc1cc(OC)c(C2C(C#N)=C(N)Oc3n[nH]c(-c4ccc(C)cc4)c32)cc1OC (stereo not given)	36	1
O=C(C1CC(=O)N(c2ccc3c(c2)CCN3C(=O)C2CCC2)C1)N1CCCCC1 (stereo not given)	4	1
O=C(c1ccc(Cn2ccnc2)cc1)N1CCN(C(=O)C2CC2c2ccccc2)CC1 (stereo not given)	0	-6
O=C(c1cccc(Cl)c1)N1CCC2(CC1)NC(=O)N(Cc1ccc(Cl)cc1)C2=O	43	-3
Cc1ccccc1NC(=O)CN1CCC(c2nc(-c3cccc(F)c3)no2)CC1	2	3
O=C(c1ccc(OCC2CCCN2C(=O)c2ccc(F)c(Cl)c2)cc1)N1CCOCC1 (stereo not given)	3	4
FC(F)(F)c1cc(-c2nccs2)nc2cc(-c3cccs3)nn12	nt	-4
COc1ccc(-c2ccc(C(=O)Nc3ccccc3SC)o2)c([N+](=O)[O-])c1	-6	-10
COc1cccc(CNC(=O)Cn2nc(-c3cccc(Br)c3)ccc2=O)c1	24	-19
COc1ccccc1C(=O)NC1CS(=O)(=O)CC1Cl (stereo not given)	-6	-7
CCCc1nnsc1C(=O)N1CC(c2nc(Cc3ccccc3OC)no2)C1	-9	-12
Cc1nc2c(C(=O)NCCC3=CCCCC3)cnn2c(C)c1Cc1ccc(F)cc1	14	-7
O=C(CC1CCN(S(=O)(=O)c2ccc(Cl)s2)CC1)NCc1ccco1	6	-3
CC(C)S(=O)(=O)c1ccc(CC(=O)N(CCc2cccs2)C2CC2)cc1	-13	-5
O=C(Nc1cccc(-c2nc3ncccc3o2)c1)c1cccs1	16	1
COC(=O)[C@H](CC(C)C)N(Cc1cn(CC2CCCCC2)nn1)S(=O)(=O)c1ccccc1Br	46	26
Cn1c(Br)nc2c1c(=O)n(Cc1ccccc1F)c(=O)n2C	1	-6
O=C(NNC(=O)c1ccc(C#Cc2ccccc2)o1)Nc1ccc(OC(F)(F)F)cc1	nt	-3
Clc1ccc2c(c1)C1CC(c3cccnc3)=NN1C1(CCCCC1)O2 (stereo not given)	51*	-23
C[C@@H](c1ccccc1)N1C[C@@H](COCc2ccccc2)Oc2cc(N3CC[C@H](O)C3)ccc2S1(=O)=O	55*	-4
CC(C)C(=O)Nc1ccc([N+](=O)[O-])c(C(F)(F)F)c1	nt	-2
COc1ccc(-c2cc(C(=O)NCc3cccnc3)no2)cc1OC	1	-7
COc1cc(OC)c(C2C3=C(CC(C)(C)CC3=O)Nc3nc(SC)nn32)cc1OC (stereo not given)	-1	-3
CN1C(=O)C(=O)C(=C(O)c2ccc(Cl)cc2)C1c1ccc([N+](=O)[O-])cc1 (stereo not given)	6	0
CCOC(=O)N1CCN(C(=O)C2CN(C(=O)COc3ccccc3F)C2)CC1	1	1
Fc1ccc(-n2c(-c3cccs3)csc2=Nc2ccccn2)cc1	nt	0
Cc1[nH]cnc1CSCCNC(=O)c1ccc2c(c1)NC(=O)C1CCCCN21 (stereo not given)	16	-2
CC1CCN(S(=O)(=O)N2CCCC(C(=O)NCc3ccc(F)cc3Cl)C2)CC1 (stereo not given)	4	-18
O=C(CCc1ccc(O)cc1)c1c(O)cc(O)cc1O	nt	2&-6
COc1cccc(/C=C2N=C(/C=C/c3ccc(Cl)cc3Cl)OC\2=O)c1	21	-7
C(CN1CCOCC1)NC1CC2CCC1C2 (stereo not given)	-2	0
c1ccc(CN(Cc2ccccc2)c2ncnc3sc(-c4ccccc4)cc23)cc1	nt	-8
CCSc1nnc2c(n1)OC(c1ccsc1)N(C(=O)CC)c1ccccc1-2 (stereo not given)	16	-94
Cc1ccc2cc(C=O)c(N(C)C)nc2c1	0	1

Gathered by group, those above with an NH in an aromatic ring (six)
SMILES	mHTT-CaM PPI inh	Pf apPOL inh
COc1ccc(C(=O)NCCSc2c[nH]c3ccccc23)cc1OC	8	1
COC(=O)c1ccccc1NC(=O)N1CCc2nc[nH]c2C1	3	0
O=C(Nc1nn[nH]n1)c1ccc(Cl)c(S(=O)(=O)N2CCCCC2)c1	-6	-5
O=c1[nH]c2ccccc2n(-c2ccc(Cl)cc2)c1=O	nt	-7
COc1cc(OC)c(C2C(C#N)=C(N)Oc3n[nH]c(-c4ccc(C)cc4)c32)cc1OC (stereo not given)	36	1
Cc1[nH]cnc1CSCCNC(=O)c1ccc2c(c1)NC(=O)C1CCCCN21 (stereo not given)	16	-2

Complete entries, quoted from the list. Order of values: mHTT-CaM PPI inh, Pf apPOL inh
Cc1ccc2cc(C=O)c(N(C)C)nc2c1 is listed as 0, 1
CCSc1nnc2c(n1)OC(c1ccsc1)N(C(=O)CC)c1ccccc1-2 (stereo not given) is listed as 16, -94
C(CN1CCOCC1)NC1CC2CCC1C2 (stereo not given) is listed as -2, 0

Quoted at random: 4 entries already listed.
SMILES	mHTT-CaM PPI inh	Pf apPOL inh
O=C(CCc1ccc(O)cc1)c1c(O)cc(O)cc1O	nt	2&-6
O=C1CSC(c2ccccc2)N1c1ccc(Br)cc1 (stereo not given)	-10	3
COc1ccc(C(=O)NCCSc2c[nH]c3ccccc23)cc1OC	8	1
O=C(c1ccc(Cn2ccnc2)cc1)N1CCN(C(=O)C2CC2c2ccccc2)CC1 (stereo not given)	0	-6
